PAFAH1B3 FP inh – PAFAH1B3 (human) inhibition. Q15102. recombinant PAFAH1B3, FP-rhodamine probe, fluorescence polarization. inhibition, % at 3.39 µM. 0.28% of 340,000 active;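 active = inhibition above the screen-wide average of all tested compounds plus 3 SD, cut at about 25% in these data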;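 also: 0% = enzyme with DMSO only and 100% = wells lacking PAFAH1B3 protein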
Target sequence (Q15102 whole entry, looked up): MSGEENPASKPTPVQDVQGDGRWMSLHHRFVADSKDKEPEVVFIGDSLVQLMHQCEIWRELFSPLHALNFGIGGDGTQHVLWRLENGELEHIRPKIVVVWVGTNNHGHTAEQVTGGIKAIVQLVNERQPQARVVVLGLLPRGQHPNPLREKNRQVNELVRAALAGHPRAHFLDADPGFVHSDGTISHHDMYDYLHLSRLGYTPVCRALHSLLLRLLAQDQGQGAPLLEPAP
PREPL inhibitor – human PREPL enzyme inhibition; 0.68% of 320,000 active; inhibition, % at 5.96 µM; recombinant PREPL, fluorescence polarization activity-based probe; Q4J6C6; in the data active = inhibition above about 43%;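 also: 0% = enzyme with DMSO and 100% = wells lacking enzyme; many of its hits are not listed in these tables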
LYPLA1 inh – LYPLA1 (human) inhibition in PME1 counter-screen. 0.16% of 320,000 active. inhibition, % at 5.9 µM. O75608. recombinant LYPLA1, FP-Rh probe fluorescence polarization. AID 2174;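 active = inhibition above the mean of all tested compounds plus 3 SD, set per campaign, cut at about 14% in these data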;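 also: inhibitors block serine hydrolase probe labeling of LYPLA1 so polarization falls; 0% = enzyme with DMSO and 100% = wells lacking LYPLA1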
LYPLA2 counter – LYPLA2 (human) inhibition in PME1 counter-screen; O95372; recombinant LYPLA2, FP-Rh probe fluorescence polarization; inhibition, % at 5.9 µM; 0.38% of 320,000 active; AID 2177;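 active = inhibition above the screen-wide mean plus 3 SD, limit set per campaign, cut at about 26% in these data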;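 also: 0% = LYPLA2 with DMSO and 100% = wells lacking LYPLA2 enzyme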
PAFAH1B2 inh – blocks human PAF acetylhydrolase 1b catalytic subunit 2. P68402. recombinant PAFAH1B2, FP-rhodamine activity probe, fluorescence polarization. inhibition, % at 3.39 µM. 1.2% of 340,000 active. AID 492953;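 active = inhibition above the mean of all tested compounds plus 3 SD, cut at about 24% in these data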;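 also: 0% = enzyme with DMSO and 100% = wells lacking PAFAH1B2; many of its hits are not listed in these tables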
Target sequence (P68402 whole entry, looked up): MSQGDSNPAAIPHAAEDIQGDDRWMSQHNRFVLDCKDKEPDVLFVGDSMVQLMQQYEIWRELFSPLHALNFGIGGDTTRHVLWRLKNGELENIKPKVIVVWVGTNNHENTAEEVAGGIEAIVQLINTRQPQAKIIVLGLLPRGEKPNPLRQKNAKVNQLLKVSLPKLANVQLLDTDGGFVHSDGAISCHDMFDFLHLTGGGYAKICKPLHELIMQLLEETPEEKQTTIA
PAD4 FP inh – PAD4 (human) enzyme inhibition; 0.41% of 330,000 active; recombinant PAD4, RCA probe fluorescence polarization; inhibition, % at 6.36 µM;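 active = percent inhibition above a cutoff equal to the mean of all tested compounds plus 3 SD, cut at about 15% in these data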;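 also: 0% = PAD4 with RCA probe and DMSO and 100% = probe without PAD4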
pPAFAH FP inh – inhibitors of human plasma PAF acetylhydrolase (pPAFAH); recombinant pPAFAH, FP-rhodamine probe fluorescence polarization; inhibition, % at 3.39 µM; 1.5% of 330,000 active; AID 463082;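 active = inhibition above the mean inhibition across the screen plus 3 SD, cut at about 25% in these data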;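 also: inhibitors block binding of the rhodamine activity-based probe so polarization drops; 0% = enzyme with DMSO and 100% = wells lacking pPAFAH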
GSTO1 counter – blocks human GSTO1 in RBBP9 counter-screen | inhibition, % at 5.96 µM | 1.1% of 300,000 active | P78417 | recombinant GSTO1, activity-based probe fluorescence polarization | AID 1974;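 active = inhibition above the campaign mean inhibition plus 3 SD, cut at about 35% in these data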;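 also: 0% = GSTO1-1 with DMSO and 100% = wells lacking GSTO1-1 enzyme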
Target sequence (P78417 whole entry, looked up): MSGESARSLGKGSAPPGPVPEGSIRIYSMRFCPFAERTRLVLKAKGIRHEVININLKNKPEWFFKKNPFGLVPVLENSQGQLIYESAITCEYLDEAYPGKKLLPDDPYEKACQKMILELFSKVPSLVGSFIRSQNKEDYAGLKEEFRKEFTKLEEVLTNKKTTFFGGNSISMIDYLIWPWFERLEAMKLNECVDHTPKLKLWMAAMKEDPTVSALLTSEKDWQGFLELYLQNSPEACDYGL
PME-1 inh – blocks human protein phosphatase methylesterase 1 | Q9Y570 | recombinant PME-1, FP-Rh probe fluorescence polarization | inhibition, % at 5.9 µM | 0.53% of 320,000 active | AID 2130;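 active = inhibition above the campaign mean of all compounds plus 3 SD, cut at about 26% in these data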;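 also: competitive labeling of PME-1 active site by serine hydrolase directed probe; 0% = PME-1 with DMSO and 100% = wells lacking PME-1 enzyme; inhibitors block probe labeling so polarization falls and inhibition rises; many of its hits are not listed in these tables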
Target sequence (Q9Y570 whole entry, looked up): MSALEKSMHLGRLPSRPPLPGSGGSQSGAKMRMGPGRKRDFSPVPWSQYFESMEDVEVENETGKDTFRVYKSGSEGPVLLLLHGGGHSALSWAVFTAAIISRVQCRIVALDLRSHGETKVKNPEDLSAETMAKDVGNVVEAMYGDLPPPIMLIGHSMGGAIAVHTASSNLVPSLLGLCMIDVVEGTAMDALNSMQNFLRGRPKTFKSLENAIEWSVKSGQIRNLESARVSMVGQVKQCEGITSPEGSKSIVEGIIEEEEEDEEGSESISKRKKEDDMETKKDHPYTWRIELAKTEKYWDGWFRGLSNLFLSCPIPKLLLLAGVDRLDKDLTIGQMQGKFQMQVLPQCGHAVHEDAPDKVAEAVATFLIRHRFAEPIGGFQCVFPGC
* hit, by the source's call; . = not tested or not shown. This is a subset; the hit share may differ from the screen's.

SMILES	PAFAH1B3 FP inh	PREPL inhibitor	LYPLA1 inh	LYPLA2 counter	PAFAH1B2 inh	PAD4 FP inh	pPAFAH FP inh	GSTO1 counter	PME-1 inh
CCCNC(=O)C(=O)NCC1CCCN1CC (configuration not stated)	-1	0	0	-5	-1	-1	2	2	5
CCOC(=O)C1=C(C)N(C)C(=S)NC1c1cccc(Cl)c1Cl (configuration not stated)	-2	-26	1	0	5	-2	0	5	4
O=C(N/N=C\c1cc2c(cc1Cl)OCO2)c1cccnc1	2	13	-4	1	0	2	0	-8	5
O=C(Nc1nnc(C2=COCCO2)o1)c1ccc([N+](=O)[O-])cc1	13	5	-1	2	-2	-2	-1	2	-2
O=C(CNC(=O)C1CCCCC1)NNC(=O)c1ccc(Cl)cc1Cl	-1	-4	4	-2	1	-1	-9	1	-4
C=CCN(c1ccccc1)S(=O)(=O)c1cccc(C(=O)NCc2ccco2)c1	4	5	.	.	10	1	1	.	.
CCCCN(C)C(=O)c1nc2ccccn2c1CN1CCN(C/C=C/c2ccccc2)CC1	3	25	1	3	-6	-2	3	4	-2
COc1ccc(N(CC(=O)NC2CCS(=O)(=O)C2)S(=O)(=O)c2cc(C)ccc2C)cc1 (configuration not stated)	5	13	.	.	6	7	4	.	.
COc1cc(CN2CCC(Cc3ccccc3)CC2)c([N+](=O)[O-])cc1OC	6	-1	-4	-5	1	-4	0	-4	-5
CCN=C1SC(C(=O)Nc2ccc(Cl)c(Cl)c2)CC(=O)N1CC (configuration not stated)	2	16	2	17	-2	5	-3	2	-5
CC(=O)N1CCN(Cc2nc3cc(NC(=O)c4ccccc4Cl)ccc3n2C)CC1	5	-4	-3	-1	1	3	0	7	0
COc1ccc(NC(=O)CSc2nnc(Cn3cnc([N+](=O)[O-])n3)n2C)cc1	4	0	-5	1	-2	1	2	7	-1
CCc1ccc(NC(=O)Cn2c3[n+](c4c(F)c(F)ccc42)CCCCC3)cc1	4	31	-1	-4	6	-3	-6	77*	-4
CS(=O)(=O)Nc1ccc(-c2cn3cccnc3n2)cc1	7	7	2	3	2	-2	3	4	-3
COc1ccccc1CNC(=O)CNCC1CCCO1 (configuration not stated)	12	-13	0	2	4	2	1	11	8
O=C(NCN1CCOCC1)c1cnccn1	8	-4	2	7	3	-1	3	7	3
O=C1C2C(C(=O)N1/N=C/c1cc([N+](=O)[O-])c(O)cc1O)C1C=CC2C12CC2 (configuration not stated)	3	7	-2	2	7	0	24	31	-2
Cc1cc(C)cc(NC(=O)COC(=O)CCc2ccc(S(=O)(=O)N3CCOCC3)cc2)c1	2	3	-3	3	2	0	4	0	-3
Cc1cccc(C)c1NC(=O)CN(C)CC(=O)N(C)CC(=O)Nc1ccccc1Br	7	7	4	5	0	0	0	.	3
CCc1nn(CC(=O)NC2CCN(Cc3ccccc3)CC2)c(=O)c2cc3cc(F)ccc3n12	6	2	-1	-5	3	-2	4	-6	2
Cc1nc(C)c(C(=O)Nc2cccc(F)c2)s1	5	6	-4	-9	2	1	-5	1	1
COC(CNC(=O)c1ccc2c(c1)ncn2-c1ccc(F)cc1F)OC	0	12	-2	-5	5	-2	0	2	9
NC(=O)CC(NC(=O)Cc1cccc2ccccc12)c1ccc(NC2CCCCC2)c([N+](=O)[O-])c1 (configuration not stated)	-3	2	-4	-3	0	-3	5	-4	0
CCOC(=O)c1[nH]c(=O)c2ccccc2c1O	2	3	-3	-4	6	8	2	26	5
CC(C)C[C@H](NC(=O)NCc1ccccc1Cl)C(=O)O	4	6	1	1	8	2	-3	1	-2
CC(C)c1ccc(OC(=O)NCCO)cc1	10	4	-2	-6	5	-2	2	-2	-4
COc1ccc(C2C(C#N)=C(N)OC3=C2C(=O)CC(C)C3)c(OC)c1OC (configuration not stated)	10	-4	-1	-6	0	-2	7	1	13
COc1ccccc1Oc1ccc2c(c1)C(=O)N(c1cccc(O)c1)C2=O	0	5	-9	51*	-1	0	0	3	-5
COC(=O)C(Cc1ccccc1)NC(=O)c1ccc(C)cc1 (configuration not stated)	5	2	1	4	4	-6	6	0	1
O=C(CSc1nnc(SCc2ccccc2)s1)N/N=C/c1ccc(C(=O)O)cc1	3	-20	2	6	3	-1	3	2	0
O=C(NC12CC3CC(CC(C3)C1)C2)c1cc2nc(-c3ccco3)cc(C(F)(F)F)n2n1	6	16	0	0	-1	2	4	21	-7
O=C1NC(c2ccccn2)Nc2sc3c(c21)CCC3 (configuration not stated)	6	7	0	-1	2	6	5	26	-10
COc1ccccc1NC(CC(=O)c1ccccc1)C(=O)OCC(=O)c1ccc(Br)cc1 (configuration not stated)	10	2	-1	1	2	-2	6	10	4
COc1ccc(OCC(=O)Nc2ccc(S(=O)(=O)Nc3cc(C)nc(C)n3)cc2)cc1	3	-6	2	0	3	-7	-2	7	-3
Cc1cc(C)c(C(=O)CSc2nnc(-c3cccnc3)n2C)c(C)c1	6	21	0	3	3	-6	1	0	6
CC(=O)c1cnc2scnn2c1=O	4	-3	0	10	3	-2	3	-2	-4
COC(=O)CCC/C=C1\SC[C@@H](NC(=O)c2ccccc2)C1NC(C)=O (some centres not stated)	-8	-6	-1	2	1	1	-1	-4	0
C=C[C@@](C)(O)CC[C@@H]1[C@@]2(C)CCCC(C)(C)[C@@H]2CC[C@@]1(C)O	16	4	0	2	8	6	9	1	2
CCN(CC)c1ccc(NC(=O)COc2ccccc2C#N)cc1S(=O)(=O)Nc1ccccc1OC	-15	-15	-23	-41	-3	-2	-16	16	-32
Cc1cccc(NC(=O)CN(C)C(=O)C2CC2)c1C	6	13	3	-1	1	3	2	.	1
Cc1nnc(NC(=O)c2ccc(F)c(S(=O)(=O)N3CCOCC3)c2)s1	3	18	.	.	7	-4	-4	.	.
CCCc1nc2ccccc2c(C(=O)O)c1CC	6	5	4	10	3	-2	2	0	-1
COc1ccc(C2CC(=O)Oc3ccc(OC)cc32)cc1 (configuration not stated)	4	.	.	.	2	2	9	.	.
Cc1nc2ccc(C(=O)O)cc2[nH]1	6	10	-1	2	4	-3	6	19	-2
COc1ccc(CN2CC(C(=O)NCCc3ccccc3)CC2=O)cc1 (configuration not stated)	6	-10	0	-5	6	2	-5	5	-6
COc1ccc(/C=C/C(=O)NNC(=O)c2ccncc2)c(OC)c1	9	13	2	2	1	-2	-1	.	-2
NC(=O)NOCc1ccc(F)cc1Cl	.	2	-1	-5	.	-9	-5	-2	-7
CCOC(=O)N1C(=O)c2cc(OC)ccc2S1(=O)=O	8	-4	1	9	-2	2	0	3	2
Cc1ccc2c(CC(=O)Nc3cccc(S(=O)(=O)N4CCOCC4)c3)coc2c1	5	15	-2	-3	1	0	4	1	0
O=C(CNC(=O)C(c1ccccc1)c1ccccc1)N/N=C\c1ccc(C(=O)O)cc1	4	10	-3	-7	2	-2	2	-10	-5

A draw from above in order of formula weight, smallest number first.
SMILES	PAFAH1B3 FP inh	PREPL inhibitor	LYPLA1 inh	LYPLA2 counter	PAFAH1B2 inh	PAD4 FP inh	pPAFAH FP inh	GSTO1 counter	PME-1 inh
CCCc1nc2ccccc2c(C(=O)O)c1CC	6	5	4	10	3	-2	2	0	-1
COc1ccc(CN2CC(C(=O)NCCc3ccccc3)CC2=O)cc1 (configuration not stated)	6	-10	0	-5	6	2	-5	5	-6
Cc1nnc(NC(=O)c2ccc(F)c(S(=O)(=O)N3CCOCC3)c2)s1	3	18	.	.	7	-4	-4	.	.

Other results:
SMILES	PAFAH1B3 FP inh	PREPL inhibitor	LYPLA1 inh	LYPLA2 counter	PAFAH1B2 inh	PAD4 FP inh	pPAFAH FP inh	GSTO1 counter	PME-1 inh
CC(=O)Nc1ccc(S(=O)(=O)NC2=NCN(C)CN2)cc1	5	2	2	6	-6	2	5	2	3
Oc1cccc(Nc2ncnc3c2oc2ccccc23)c1	17	-13	-8	-9	7	-3	-1	-11	-1
Cc1ccc(S(=O)(=O)NCCC(=O)OCC(=O)N2CCCC2=O)cc1	5	0	-1	1	-3	-3	11	4	4
CCOc1ccccc1NC(=O)C(Sc1ccccc1)c1ccccc1 (configuration not stated)	1	3	-1	5	3	1	1	-4	-8
O=C(/C=C/Nc1ccccc1F)c1ccc(Br)cc1	-2	-9	1	2	-1	1	7	-4	-4
COc1ccc(OC)c(S(=O)(=O)Nc2cc(Cl)cc(Cl)c2)c1	8	10	-4	-5	3	1	8	3	1
Cc1ccc(-n2c(Cc3ccccc3)n[nH]c2=S)cc1	9	-16	-3	2	15	0	1	-2	3
COc1ccccc1NC(=O)COC(=O)c1ccccn1	11	-4	-2	-1	7	-8	0	2	-2
CCN(Cc1ccccc1)C(=O)Cn1cc(S(=O)(=O)NC)c(S(=O)(=O)NC)c1	2	-9	5	5	-1	2	6	-1	-2
COc1ccc(S(=O)(=O)N2CCN(C(=O)Nc3ccccc3OC)CC2)cc1	-7	19	-5	-4	8	-10	5	-3	1
CCc1ccc(C(=O)OCC(=O)N2CCCCCC2)cc1	2	6	-3	-7	-1	-3	-4	.	0
CCc1ccc(C(=O)OCC(=O)N(CC)c2c(N)n(Cc3ccccc3)c(=O)[nH]c2=O)cc1	3	0	0	0	-2	-2	4	.	-2
O=C(Cc1ccc([N+](=O)[O-])cc1)N1CCN(c2ccc([N+](=O)[O-])cc2)CC1	2	29	6	69*	7	-4	6	0	8
Cc1cccc2cc3c(NC(=O)CC(C)C)nn(C)c3nc12	12	-6	6	12	2	-5	8	-4	2
O=C(Nc1ccc(/C=C/c2nc3ccccc3o2)cc1)c1c(F)cccc1F	-6	-19	-7	-22	-2	2	-7	-15	-12
Cc1ccc(C2/C(=C(/O)c3ccc(Br)cc3)C(=O)C(=O)N2Cc2ccco2)o1 (configuration not stated)	11	0	2	0	12	-4	11	13	4
O=C(Cn1cncn1)NCc1cc(F)ccc1F	4	6	1	6	3	0	-1	6	3
Cc1ccc(-n2nc3ccc(NC(=O)/C=C/c4ccco4)cc3n2)cc1	-22	6	-26	-38	-12	-23	19	-29	-35
CCN(CC)C(=O)Cn1cnc2sc(C(=O)N3CCN(c4ccc(OC)cc4)CC3)c(C)c2c1=O	7	6	-2	-1	-2	-1	-3	1	-1
CC(=O)NC(=S)Nc1cccc2ccc(C)nc12	-1	10	0	-2	8	2	-3	8	4
O=C(c1ccccc1)c1cccc(NC(=O)C2CC2)c1	3	-3	7	16	0	-6	1	6	-2
C#Cc1ccc([C@H]2C=C(C(=O)Nc3ccccc3)O[C@@H](OCc3ccc(CO)cc3)C2)cc1	-12	-11	-16	-21	-5	-12	3	-3	-18
CCc1ccccc1NC(=O)Nc1ccc2c(c1)OCO2	1	-15	0	11	1	0	3	4	2
COCCNC(=O)c1ccccc1N(Cc1ccccc1)S(=O)(=O)c1ccc(C)cc1	0	3	-3	-10	1	-7	-7	-9	-6
COCCn1c(=NC(=O)CN2C(=O)CCC2=O)sc2cc(S(N)(=O)=O)ccc21	2	-4	-1	2	2	0	2	2	-7
CC(=C\c1ccco1)/C=C1/SC(=S)N(CC(=O)O)C1=O	6	10	-1	6	7	-38	6	13	-4
O=C(/C=C/c1ccco1)Nc1scc(-c2ccccc2)c1C(=O)O	4	-3	-2	6	7	-1	-7	-2	-2
CCn1c(SCC(=O)Nc2nccs2)nnc1-c1ccc(S(=O)(=O)N2CCCCC2)cc1	7	-3	-2	-8	8	2	2	0	2
COC(=O)c1cc(C)sc1NC(=O)c1ccco1	0	11	6	3	4	-7	2	3	1
CCCc1nn(C)c2c1C(c1ccncc1)C(C#N)=C(N)O2 (configuration not stated)	5	-4	3	-2	1	-4	0	-12	-6
CC(=O)c1cccc(NC(=O)Cc2ccc3c(c2)CCCC3)c1	-1	13	-3	6	10	3	4	-2	-2
